Source: PubChem BioAssay (National Center for Advancing Translational Sciences (NCATS))
HCMV inh: qHTS Assay for inhibitors of the human cytomegalovirus (HCMV); HFF cells, HCMV-luciferase reporter, 72 h; stronger effect = lower value; activity change, negative = inhibition, % at 57.5 µM; 4.5% of 410,000 active; AID 1259415, 2018; in the data active = activity change below about -60%; inconclusive = no clear call, values can overlap the other calls; inactive = above about -39%
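Inhibition of viral replication was scored as loss of reporter luminescence in HFFs infected with HCMV-luciferase (MOI 1 PFU/cell) for 72 h; compounds tested at 2 doses, normalized to buffer and Salinomycin controls.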
Starred values were filed as active, the others as inactive; ? = inconclusive. % is set by controls: 0 for no effect and ±100 for the full control effect. Some of the compounds tested; count on the stated rates, not on these rows.

CC(=O)Nc1cccc(-c2ccnc3c2CC(C(=O)NCc2ccc(F)c(F)c2)O3)c1 (stereo not drawn)
  HCMV inh: -29

COC(=O)[C@@H]1[C@@H](CO)[C@@H]2Cn3c(ccc(Br)c3=O)[C@@H]2N1Cc1cccc(F)c1
  HCMV inh: -3

CCOC(=O)N1CCN(CC(=O)Nc2nccs2)CC1
  HCMV inh: -28

Cc1ccn2c(Cc3ccccc3)c(-c3ccc(Br)cc3)nc2c1
  HCMV inh: 33

CNC(=O)C[C@H]1C(=O)N(c2ccccc2)C[C@@H]1Cc1ccccc1
  HCMV inh: -2

C[C@H]1CN([C@@H](C)CO)C(=O)CCCn2nncc2CO[C@H]1CN(C)S(=O)(=O)c1cccs1
  HCMV inh: 6

O=C(Nc1ccc2c(c1)OCCO2)C(c1cc2ccccc2o1)N1CCN(C/C=C/c2ccccc2)CC1 (stereo not drawn)
  HCMV inh: -36

CC1(Oc2ccc(Cl)cc2)CCN(Cc2ccc(-c3ccccn3)cc2)C1 (stereo not drawn)
  HCMV inh: -82*

CCC[C@H]1[C@@H](NS(=O)(=O)c2cccc(C)c2)CC[C@@]23CCCN2C(=O)CCC[C@@H]13
  HCMV inh: 35

CC(=O)N1c2ccc(S(=O)(=O)N3CCCC(C(=O)Nc4ccc(C)cc4)C3)cc2CC1C (stereo not drawn)
  HCMV inh: -33

Cc1cccc(C)c1NC(=O)c1csc(COCCO)n1
  HCMV inh: 16

COc1ccc(-c2c(C(=O)c3ccccc3)[nH]c(N)c2C(=O)c2ccc(Br)cc2)cc1OC
  HCMV inh: 3

CCOc1ccc2nc(S(=O)(=O)NC(=O)C3(C)CCN3C(=O)c3cc(C)n(C)n3)sc2c1 (stereo not drawn)
  HCMV inh: -1

CCC1NC(=O)c2cc3ccccc3cc2-n2c1nc1ccc(OC)cc1c2=O (stereo not drawn)
  HCMV inh: -5

COc1cccc(C2NC(=O)N(CCCC(=O)O)C(C)=C2C(=O)OCc2ccccc2)c1 (stereo not drawn)
  HCMV inh: -39

CN(C)CCN(Cc1ccccc1)C(c1cc2ccccc2o1)c1nnnn1C(C)(C)C (stereo not drawn)
  HCMV inh: -22

Nc1cccc(SC2CC(=O)N(c3ccc(Cl)cc3C(=O)c3ccccc3)C2=O)c1 (stereo not drawn)
  HCMV inh: ?

CCc1nc2c(OCCC3CCCCC3)cccn2c1N(C)C(=O)c1ccncc1
  HCMV inh: -6

O=C(Cc1ccc(F)cc1)Nc1cc(S(=O)(=O)N2CCOCC2)ccc1N1CCCCC1
  HCMV inh: -36

Cn1c(=O)c2c(ncn2CC(=O)OCC(=O)c2ccc(Br)cc2)n(C)c1=O
  HCMV inh: -6

CCN(CC)C(=O)C1=C(C)N(CCC2=CCCCC2)C(=O)C(CC(=O)NCCCCc2ccccc2)C1 (stereo not drawn)
  HCMV inh: -9

Cc1ccc(S(=O)(=O)N2C(c3ccc(Cl)c(Cl)c3)CC=C(C(=O)O)C2c2cccc(Cl)c2)cc1 (stereo not drawn)
  HCMV inh: -4

C=CCNc1ccc2c(c1)OC[C@H](Cc1ccccc1)NS2(=O)=O
  HCMV inh: -22

COc1ccc(NC(=O)N(C)C[C@@H]2OCc3cn(nn3)CCCC(=O)N([C@H](C)CO)C[C@H]2C)c(OC)c1
  HCMV inh: 9

Cc1ccc(S(=O)(=O)NCc2nnnn2-c2ccc(F)cc2)cc1
  HCMV inh: -2

CC(C)Oc1cccc(NC(=O)C2(C)CCN2C(=O)C(C)C)c1 (stereo not drawn)
  HCMV inh: -37

CN(C)Cc1csc(NC(=O)Nc2ccccc2Oc2ccccc2)n1
  HCMV inh: -75*

Cc1cc2nc(C3CCCCC3)c(Cc3ccccc3C(F)(F)F)n2c(C)c1Br
  HCMV inh: -7

CCCNC(=O)C1(C)CCCN(C(=O)c2ccccc2OC(F)(F)F)C1 (stereo not drawn)
  HCMV inh: ?

CCOC(=O)[C@]12CCCC=C1N(Cc1ccco1)C(=O)[C@H](CC(=O)N1CCSCC1)C2
  HCMV inh: -82*

COCCNC(=O)C1CCCN(C(=O)c2cccnc2Oc2ccccc2)CC1 (stereo not drawn)
  HCMV inh: -15

COc1ccc(CN2C(=O)C(CC(=O)NC3CCCC3)CC(C(=O)N(C(C)C)C(C)C)=C2C)cc1 (stereo not drawn)
  HCMV inh: -12

Cc1ccc(S(=O)(=O)N(C)C[C@H]2Oc3cc(Br)ccc3S(=O)(=O)N([C@H](C)CO)C[C@@H]2C)cc1
  HCMV inh: 9

O=S(=O)(c1ccc(NC(=S)N2CCCCC2)cc1)N1CCCCC1
  HCMV inh: -34

COC(=O)c1ccc(COc2cccn3c(N(C)C(=O)CCC4CCCC4)c(C)nc23)cc1
  HCMV inh: -33

COc1cc(C2=CCN(C(C)=O)CC2)ccc1OC(C)=O
  HCMV inh: -15

O=C(OCc1ccccc1)N1C[C@H](O)[C@H](O)C[C@@H]1c1c(Cl)cccc1Br
  HCMV inh: -17

Cc1ccccc1-c1cc2nc(NCCOc3ccccc3)n(C)c(=O)c2s1
  HCMV inh: -14

CN(Cc1ccccc1)C(=O)COC(=O)c1c[nH]c2ccccc12
  HCMV inh: 71

Nc1ccc2c(c1)[nH]c(=O)c1cc(N)ccc12
  HCMV inh: -17

COC(=O)c1ccc2nc(-c3cccc(Br)c3)c(CC3CCCCC3)n2c1
  HCMV inh: 36

CCCc1cc(C(=O)Nc2cccc(-c3nn[nH]n3)c2)sc1C
  HCMV inh: -21

COc1ccc(CNC(=O)c2sc(=O)n(Cc3cc(Cl)ccc3OC)c2C)cc1
  HCMV inh: ?

CN1CCN(C(=O)c2ccc(Cc3cn(C)c4ccccc34)nc2)CC1
  HCMV inh: -8

O=C(O)c1sc(C(=O)O)c(-c2ccccc2)c1-c1ccccc1
  HCMV inh: -28

CC(=NNC(=S)N1CC2CCC(CC2)C1)c1ccccn1
  HCMV inh: -100*

Cc1c(C(=O)NCc2ccccc2C(F)(F)F)sc(=O)n1Cc1ccc(S(=O)(=O)N(C)C)cc1
  HCMV inh: 55

COc1ccc(-n2nnnc2CNC(=O)c2c(-c3ccccc3Cl)noc2C)cc1
  HCMV inh: -6

COc1cc(C(=O)N2CCC2(C)C(=O)O)cc(OC)c1OC (stereo not drawn)
  HCMV inh: -13

COc1ccc(-c2ccc(CN3C(CC(C)C)C(=O)N(Cc4cn(Cc5ccco5)nn4)CCS3(=O)=O)cc2)cc1 (stereo not drawn)
  HCMV inh: 2

Entries above with a CF3 group:
Cc1cc2nc(C3CCCCC3)c(Cc3ccccc3C(F)(F)F)n2c(C)c1Br
  HCMV inh: -7

CCCNC(=O)C1(C)CCCN(C(=O)c2ccccc2OC(F)(F)F)C1 (stereo not drawn)
  HCMV inh: ?

Cc1c(C(=O)NCc2ccccc2C(F)(F)F)sc(=O)n1Cc1ccc(S(=O)(=O)N(C)C)cc1
  HCMV inh: 55

(next part)
CC(=O)OCC12CC(OC(=O)CC(C)C)C(C)=CC1OC1C(O)C(OC(C)=O)C2(C)C12CO2 (stereo not drawn)
  HCMV inh: -97*

COc1ccc(Nc2c(-c3cc4ccccc4o3)nc3nc(C)cc(C)n23)cc1
  HCMV inh: 46

CCOC(=O)C(NCc1ccccc1NC(=O)OC(C)(C)C)c1nnnn1Cc1ccccc1 (stereo not drawn)
  HCMV inh: 24

O=S1(=O)N[C@@H](Cc2ccccc2)COc2cccc(N3CCSCC3)c21
  HCMV inh: -26

Cc1nn(-c2ccccc2)nc1C(=O)Nc1cccc(C(=O)NC2CC2)c1
  HCMV inh: -4

O=C(NNC(=O)c1ccccc1F)c1ccc(-c2ccccc2Cl)o1
  HCMV inh: -10

CC(C)N1C(=O)CC[C@@H](S(=O)(=O)c2ccccc2)[C@@H]1c1ccccc1
  HCMV inh: -4

Cn1c2ccccc2c(=O)c2ccc(Cl)cc21
  HCMV inh: -22

COc1ccc(F)cc1-c1cc(C(=O)Nc2ccc(NC(C)=O)cc2)[nH]n1
  HCMV inh: ?

COC(=O)[C@]12CCCCC=C1N(Cc1ccc3c(c1)OCO3)C(=O)[C@H](CC(=O)NCc1cccs1)C2
  HCMV inh: -39

COc1cc(C(O)c2nc(-c3ccccc3OC)cs2)ccc1F (stereo not drawn)
  HCMV inh: ?

Cc1ccc([C@@H]2C[C@H]3[C@@H](CN2S(=O)(=O)c2ccc(Cl)cc2)C(=O)C[C@@H](c2ccccc2F)N3S(=O)(=O)c2ccc(C)cc2)cc1
  HCMV inh: 3

CC(C)(C)N1C(=O)c2ccccc2NC(=O)C1C(=O)Nc1ccc2c(c1)OCCO2 (stereo not drawn)
  HCMV inh: -11

COc1cc(-c2c(C(=O)c3ccccc3)[nH]c(N)c2C(N)=O)ccc1F
  HCMV inh: -33

CCOC(=O)C1(C)CCCN1C(=O)c1ccc(OC)c(F)c1 (stereo not drawn)
  HCMV inh: 8

CC1(C(=O)Nc2cnc3ccccc3c2)CCN1C(=O)CC(c1ccccc1)c1ccccc1 (stereo not drawn)
  HCMV inh: -1

O=C(OCc1ccccc1)N1CCN(C(c2ccnc3ccccc23)c2nnnn2-c2ccc3c(c2)OCCO3)CC1 (stereo not drawn)
  HCMV inh: -18

CNc1ccc(-c2cccc(CO)c2)cn1
  HCMV inh: 139

O=C(NCc1nnnn1-c1ccc(Cl)cc1)C1CC(=O)N(c2ccc(F)cc2)C1 (stereo not drawn)
  HCMV inh: -8

Cc1ccc(C(NC(=O)C2CCN(CCCOc3ccccc3)CC2)c2ccccn2)cc1 (stereo not drawn)
  HCMV inh: -14

CCCS(=O)(=O)NC(=O)C1(C)CCN(C(=O)c2ccc(C(=O)OC)cc2)C1 (stereo not drawn)
  HCMV inh: 13

CC(=Cc1cccs1)C(=O)c1ccccc1
  HCMV inh: 7

CC(C)c1ccc(NC(=O)COC(=O)Cn2cnc3c2c(=O)n(C)c(=O)n3C)cc1
  HCMV inh: 18

CC(C)Oc1ccc(F)cc1-c1cc(C(=O)NCc2ccc(F)cc2)[nH]n1
  HCMV inh: -21

CCCCc1c(-c2cccc(Cl)c2)ncn1CCc1ccccc1OC
  HCMV inh: -80*

Cn1ccn(CCCCCCn2ccn(C)c2=S)c1=S
  HCMV inh: -18

CC(=O)OC1CCC2(C)C(CCC3C4CC=C(C(C)=O)C4(C)OC(=O)CC32)C1 (stereo not drawn)
  HCMV inh: -76*

Cc1cc(NC(=O)OC(C)(C)C)c(-n2nnnc2C(C(=O)c2ccc3c(c2)OCO3)N2CCCCC2)cc1C (stereo not drawn)
  HCMV inh: -8

O=C(NCCN1CCC(n2c(=O)[nH]c3ccccc32)CC1)c1ccc(F)cc1F
  HCMV inh: 1

C/C=C/c1cnc2c(c1)C(=O)N([C@H](C)CO)C[C@@H](C)[C@@H](CN(C)C(=O)NC1CCCC1)O2
  HCMV inh: 12

CCNC(=O)C1(C)CCN(C(=O)c2cc(C)oc2C)C1 (stereo not drawn)
  HCMV inh: -6

COc1ccc(CC(N)c2csc(NC(=O)c3ccccc3OC)n2)cc1 (stereo not drawn)
  HCMV inh: -81*

Oc1ccccc1
  HCMV inh: -21

COc1cccc(C(O)c2nc(-c3cncnc3)cs2)c1 (stereo not drawn)
  HCMV inh: -22

CCCCNC(=O)C(NC(=O)c1ccc2c(c1)OCO2)C(=O)c1ccccc1 (stereo not drawn)
  HCMV inh: -9

O=C(C[C@H]1CC[C@H](NC(=O)C2CCOCC2)[C@@H](CO)O1)NCc1ccncc1
  HCMV inh: -33

CC(=NNC(N)=O)c1ccc(Cl)c(-n2cccc2)c1
  HCMV inh: 26

Cn1ccc2c(-c3ccc(C(F)(F)F)cc3)cc3c(c21)C1CCC3O1 (stereo not drawn)
  HCMV inh: -32

S=C(NCCc1ccccc1)N1Cc2cc(N3CCOCC3)ccc2-n2nncc2C1
  HCMV inh: 20

CC(C)C[C@H]1CNC(=O)C(=O)N1C[C@H](Cc1ccc(O)cc1)NC(=O)Cc1ccccc1
  HCMV inh: 18

CC(=O)NCCNc1nc(NCc2ccccc2)nc2ccsc12
  HCMV inh: 1

c1csc(-c2ccc3nncn3c2)c1
  HCMV inh: 17

CC(=O)NC(c1ccccc1)c1nc(-c2cccnc2)cs1 (stereo not drawn)
  HCMV inh: -26

O=C(NCc1ccncc1)c1csc([C@@H]2C[C@H](O)[C@@H](CO)O2)n1
  HCMV inh: ?

O=C1NC[C@H](CCCCN2C[C@H](Cc3ccc(O)cc3)N(CCc3ccc(O)cc3)C(=O)C2=O)N(CCc2ccccc2)C1=O
  HCMV inh: -8

CC(C)N1CC2(CC(c3ccc(Cl)cc3Cl)=NO2)CN1C(=O)c1ccc(C(C)(C)C)cc1 (stereo not drawn)
  HCMV inh: -10

CCCNC(=O)C1(C)CCN(C(=O)c2c(F)ccc(C)c2F)C1 (stereo not drawn)
  HCMV inh: 6

O=C(CC[C@H]1O[C@@H](n2ccc(=O)[nH]c2=O)[C@H](O)[C@@H]1O)N[C@H](Cc1ccccc1)C(=O)NCc1ccccc1
  HCMV inh: 7

CCOC(=O)C1=CCN(S(=O)(=O)c2ccc(C)cc2)C1c1ccccc1 (stereo not drawn)
  HCMV inh: -28

COc1ccc(-c2cnc(C(O)c3ccc(CN4CCCCC4)cc3)[nH]2)cc1 (stereo not drawn)
  HCMV inh: -37

O=C(Nc1cccc(F)c1)Nc1nnc([C@@H]2C[C@H](O)[C@@H](CO)O2)s1
  HCMV inh: -5

CCCCn1c(N)c(N(CC(C)C)C(=O)CCN2C(=O)C3CC=CCC3C2=O)c(=O)[nH]c1=O (stereo not drawn)
  HCMV inh: -19

COc1cccc(CNC(=O)[C@@H]2CCCN2C(=O)[C@@H]2CCCN2C(=O)c2c(F)cccc2F)c1
  HCMV inh: -7

CC(C)(C)n1nc(C2CC2)c(Br)c1NC(=O)c1ccccc1F
  HCMV inh: -17

Cc1ccc(S(=O)(=O)N2C[C@H]3C(=O)C[C@@H](c4cccc(Cl)c4)N(S(=O)(=O)c4ccc(C)cc4)[C@H]3C[C@H]2c2ccccc2)cc1
  HCMV inh: -18

CC(C)(C)c1ccc(CC(=O)N2CCC2(C)C(=O)NCc2ccc3c(c2)OCO3)cc1 (stereo not drawn)
  HCMV inh: -11

COc1ccc(NC(=O)CCNC(=O)c2ccccc2Cl)cc1S(=O)(=O)N1CCCCC1
  HCMV inh: 1

O=C(Nc1nccs1)c1csc([C@H]2C[C@H](O)[C@@H](CO)O2)n1
  HCMV inh: 63
